FECH inh: inhibitors of human ferrochelatase | hit rate 3.3% among 20,000 | calls only at 10 µM (by protocol) | purified FECH, Ni-mesoporphyrin absorbance 550 nm | P22830;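 active = enzyme reaction rate more than 3 SD below the solvent-only control wells on the same plate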;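 also: lower slope than DMSO wells means FECH inhibition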
Target sequence (P22830 whole entry, looked up): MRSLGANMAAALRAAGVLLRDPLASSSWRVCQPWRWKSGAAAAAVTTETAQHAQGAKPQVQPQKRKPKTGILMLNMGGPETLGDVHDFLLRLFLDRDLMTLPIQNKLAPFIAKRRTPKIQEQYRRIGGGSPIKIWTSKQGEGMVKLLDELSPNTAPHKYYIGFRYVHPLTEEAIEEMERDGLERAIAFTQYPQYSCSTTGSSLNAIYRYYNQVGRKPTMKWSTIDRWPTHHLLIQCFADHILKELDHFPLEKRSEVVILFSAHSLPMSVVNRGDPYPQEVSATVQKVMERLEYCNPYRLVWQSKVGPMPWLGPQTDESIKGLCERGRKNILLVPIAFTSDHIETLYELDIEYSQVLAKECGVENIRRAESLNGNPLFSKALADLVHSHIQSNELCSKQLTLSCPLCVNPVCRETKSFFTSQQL
Calls only; i = inactive; + = active, no number.

mol	FECH inh
Cc1cc(C(=O)NCCSc2nnnn2C)c2ccc(F)cc2n1	i
O=C1CC(c2ccc(Br)s2)=Nc2ccccc2N1	i
O=C(CN1C(=O)C2CCCCN2C(=O)c2ccccc21)N1CCN(c2ccc(F)cc2)CC1 (stereo not given)	i
Cc1cccc(CN2CCN(CC(=O)Nc3c(C)cccc3C)S2(=O)=O)c1	i
O=C(CN1C(=O)c2ccccc2S1(=O)=O)NCc1ccc2c(c1)OCO2	i
c1ccc(Nc2nc(NC3CCCC3)nc3c2cnn3-c2ccccc2)cc1	i
CN(C)c1nc2c(c(NCC3(COc4ccccc4)CC3)n1)CCNC2	i
CCOC(=O)c1cc2n(n1)CC(C)(C(=O)NCCC(C)C)N(c1cccc(F)c1)C2=O (stereo not given)	i
C=C(C)COc1ccccc1C(=O)N[C@H]1C[C@H]2C(=O)NCC(=O)N2C1	i
O=C(Nc1nc2n(n1)C(c1c(F)cccc1Cl)C=C(c1ccccc1)N2)c1ccc(F)cc1 (stereo not given)	i
Cc1ccccc1OCC(=O)Nc1ccccc1Sc1c(C)c(C)nc2ncnn12	+
CN(C)C(=O)c1ccc2c(c1)N(CC(=O)N1CCOCC1)C(=O)C1CCCCN21 (stereo not given)	i
COc1ccc(C(=O)NCc2nc3cccnc3n2Cc2ccc(C)cc2)cc1	i
Cc1ccc(Cn2c(CNS(=O)(=O)c3ccc(F)cc3)nc3cccnc32)cc1	i
CCN(CC)C(=O)c1nc(CC(C)C)nn1-c1ccc2c(c1)OCO2	i
CC(C)CN(CC(C)C)c1ncc(NS(=O)(=O)c2ccccc2)cc1C(=O)O	i
CC1=C(C(=O)NCc2ccccc2C)C2(CCN(S(C)(=O)=O)CC2)OC1=O	i
Cc1ccc(Nc2nc(N3CCC(C)CC3)nc3c2cnn3-c2ccccc2)cc1C	i
CC(C)CCNC(=O)c1nc[nH]c1C(=O)N1CCC(O)(c2ccc(Cl)cc2)CC1	i
Cc1c(CN2CCCC(c3ccn[nH]3)C2)[nH]c2ccc(F)cc12 (stereo not given)	i
CN(C)c1ccc(CNC(=O)CN2C(=O)c3cccnc3Sc3ccccc32)cc1	+
COc1ccc(C(=O)NC2CC(=O)N(c3ccc(F)cc3)C2)cc1OC (stereo not given)	i
O=C(O)c1cc2n(n1)CCCN(C(=O)CCc1ccc3c(c1)OCO3)C2	i
COc1ccc(OCC(=O)Nc2ccccc2C(=O)n2cnc3ccccc32)cc1	i
Cc1cc(C(=O)N2CCCC(N(C)C)CC2)sc1C (stereo not given)	i
CCCC(C)CN1CCC(n2cc(-c3ccccc3)nn2)CC1 (stereo not given)	i
CCCCN(Cc1nc2nc(C)cc(C)n2n1)S(=O)(=O)c1ccc(Cl)cc1	i
CNc1ncc(-c2cc(C(=O)N3CCN(C)C(=O)C3C)c3ccc(F)cc3n2)cn1 (stereo not given)	i
CC(C)Cc1cc(C(=O)NC(C)c2cn3ncsc3n2)n[nH]1 (stereo not given)	i
CC(C)c1nccc(CN2CCCC(Cn3ccnc3)C2)n1 (stereo not given)	i
Cc1ccc(N2C(=O)CCS2(=O)=O)cc1S(=O)(=O)NCCc1c[nH]c2ccccc12	i
COc1cc(NC(=O)CN(Cc2cnn(C)c2)C2CC2)ccc1Cl	i
CCn1nc(C)c(NC(=O)CN(C)Cc2csc(-c3ccccc3)n2)c1C	i
CSc1nc(NCC2CCCO2)c(C#N)c(-c2ccc(C)cc2)n1 (stereo not given)	i
Cc1cc(C)c(C2CC(=O)Nc3[nH]ncc32)cc1Cn1cncn1 (stereo not given)	i
Cc1oc(-c2ccc(OC(C)C)cc2)nc1Cn1c(=O)c2cnc(-c3cccnc3)nc2n(C)c1=O	i
CC(C)CN1CCC(CNC(=O)c2ccc(N3CCNC(=O)CC3)nc2)C1 (stereo not given)	i
COCC(=O)N1C[C@H](N(C)C)C[C@H]1CO	i
CC(C)CN(CC(C)C)S(=O)(=O)c1ccc2c(c1)NC(=O)CC(=O)N2	i
CCOc1ccccc1NC(=O)CN1CCCN(Cc2ccc(OC)cc2)S1(=O)=O	i
CCOCCCNc1nc(Nc2cc(C)cc(C)c2)c2cnn(-c3ccccc3)c2n1	i
Cc1[nH]c(=O)[nH]c(=O)c1-c1ccc(-n2cccn2)cc1	i
CC(C)c1cc(C2CCN(C(=O)CCn3nnc4ccccc43)CC2)[nH]n1	i
CCOC(=O)c1ccc(NC(=O)Nc2ccc(Sc3c(CC)c(C)nc4ncnn34)cc2)cc1	i
CCN(CC)C(=O)[C@@H]1C[C@H](N)CN1C(=O)C(=O)N1CCc2ccccc21	i
Cc1cccc(-c2cc(N3CCN(S(=O)(=O)c4ccccc4C)CC3)ncn2)c1	i
CN(Cc1nc2ccsc2c(=O)[nH]1)CC1(O)CCCN(CC2CCC2)C1=O (stereo not given)	i
CCn1c(C2CCCN(C(=O)Nc3cccc4ccccc34)C2)n[nH]c1=O (stereo not given)	i
CCN(CC)CCNc1nc(Nc2cccc(C)c2)c2cnn(-c3ccccc3)c2n1	i
C[C@@H]1CN(C(=O)c2cccc(NCC(=O)O)c2)C[C@H](C)O1	i

Molecules from the list above that have an aryl methoxy group, in the order listed:
mol	FECH inh
COc1ccc(C(=O)NCc2nc3cccnc3n2Cc2ccc(C)cc2)cc1	i
COc1ccc(C(=O)NC2CC(=O)N(c3ccc(F)cc3)C2)cc1OC (stereo not given)	i
COc1ccc(OCC(=O)Nc2ccccc2C(=O)n2cnc3ccccc32)cc1	i
COc1cc(NC(=O)CN(Cc2cnn(C)c2)C2CC2)ccc1Cl	i
CCOc1ccccc1NC(=O)CN1CCCN(Cc2ccc(OC)cc2)S1(=O)=O	i

(further entries)
mol	FECH inh
CCc1c(C)nc2nc(-c3ccccc3)nn2c1Sc1ccccc1NC(=O)c1ccccc1	i
COc1ccc(C(=O)N2CCN(Cc3ccc(-c4ccn[nH]4)o3)CC2)cc1	i
Cc1cc(CN(C)C(=O)c2coc(COc3ccc4sc(C)nc4c3)n2)on1	i
Cc1ccoc1C(=O)N(C)Cc1nc(C(C)C)no1	i
CCNc1ncc(-c2nn3c(C(C)C)nnc3s2)cn1	i
CN(Cc1nc2ccc(Cl)cc2[nH]1)C(=O)c1cc(C2CC2)[nH]n1	i
CCOCCCN1C(=O)CSc2c(c3ccccc3n2C)C1C(=O)NCCC(C)C (stereo not given)	i
CCc1cccc(NC(=O)CCC(=O)N2CCOCC2CC(=O)O)c1 (stereo not given)	i
Cc1cccc(Nc2nc(NCc3cccnc3)nc3c2cnn3-c2ccccc2)c1	i
CCOc1ccc(-c2nc(CSc3nc(C)c(Cc4ccccc4)c(=O)[nH]3)c(C)o2)cc1	i
C=CCn1cc(CN2CCN(c3ccccc3OCC)CC2)c(C)n1	i
O=S(=O)(NCc1nc2cccnc2n1C1CC1)c1cccc(Cl)c1	i
Cc1ccc(C(=O)Nc2nc3n(n2)C(c2ccccc2)C=C(c2ccc(Cl)cc2)N3)cc1 (stereo not given)	i
CCc1ccc(Cn2c(CNS(=O)(=O)c3ccc(C)cc3)nc3cccnc32)cc1	i
CCc1cc(=O)[nH]c(SCc2nc(-c3ccc(C)cc3)oc2C)n1	i
O=C(Cc1ccc(Cl)cc1)NC1CC(=O)N(c2ccccc2)C1 (stereo not given)	i
CCn1c(CC2CCN(C(=O)c3cnccc3C)CC2)nn(C)c1=O	i
Cc1nc(CN2C(=O)NC(Cc3ccc(F)cc3)(C3CCNCC3)C2=O)co1 (stereo not given)	i
COc1ccccc1Cn1ccnc1-c1ccc(NC(C)=O)cc1	i
Cc1cccc(-c2ncc(CNCCCC3CCOC3)cn2)c1 (stereo not given)	i
CCCC(C(=O)Nc1cccc(OC)c1)N1Cc2ccccc2C1=O (stereo not given)	i
Cc1ccc2[nH]c(=O)c(CN(Cc3c(C)nn(C)c3C)C3CC3)cc2c1	i
Cc1ccccc1C1=CCN(c2ncc(NS(=O)(=O)c3ccccc3Cl)cc2C(=O)O)CC1	i
CO[C@H]1CN(C(C)C)C[C@@H]1NC(=O)c1cccc(NCc2ccccn2)c1C	i
Cc1noc(C)c1CCNC(=O)C1CCN(c2ncnc3c2nc2n3CCCCC2)CC1	i
CCNC(=O)C1CCN(C(=O)c2cc(CN(C)Cc3ccccc3)on2)C1 (stereo not given)	i
Cc1cc(NC(=O)c2ccccc2C)n(-c2ncnc3c2cnn3-c2cccc(C)c2C)n1	i
COc1ccc(Cc2noc(Cn3cc4c(n3)CCC4)n2)cc1OC	i
COc1ccc(-c2cc(C(=O)O)cc(S(=O)(=O)N3CCCC3)c2)cc1F	i
COc1ccc(N2CC(NC(=O)C3CCCC3)CC2=O)cc1 (stereo not given)	i
CCc1csc(CNC(=O)C2(c3ccc(F)cc3)CCOCC2)n1	i
CCC(C)(C)NS(=O)(=O)c1ccc2c(c1)CCN2C(=O)CCC(=O)N1CCCCCC1	i
CCC1CN(C(=O)c2cnc3ccnn3c2C)CCC(=O)N1Cc1ccccc1 (stereo not given)	i
CCN(CC)C(=O)Cn1c(=O)n(CC2CCC(C(=O)NC(C)C)CC2)c(=O)c2sccc21 (stereo not given)	i
COc1ccc(Nc2cc(C)nc(Nc3ccc(NC(=O)CCc4ccccc4)cc3)n2)cc1	i
Cc1cccc2cc(CO)c(N3CCCC(CO)(Cc4ccccc4)C3)nc12 (stereo not given)	i
CC(C)C1CN(c2cncc(C(=O)N3CCCC3)n2)CCCN1CC1CC1 (stereo not given)	i
CN1CCc2c(sc(NC(=O)CS(=O)(=O)c3ccccc3)c2-c2nc3ccccc3s2)C1	i
CCCc1nc2nc[nH]n2c(=O)c1NC(=O)NCC1CCC(C(=O)OCC)CC1 (stereo not given)	i
CCCCN(C)c1cc2n(c(=O)n1)CCc1cc(OC)c(OC)cc1-2	i
O=C1c2ccccc2C(=O)N1c1nc2n(n1)C(c1ccc(F)cc1)C=C(c1ccccc1)N2 (stereo not given)	i
CCOc1c(Nc2ccc(F)cc2)c(=O)c1=O	i
CCN(Cc1cccnc1)C(=O)CC1C(=O)NCCN1Cc1ccc(C)o1 (stereo not given)	i
COc1cc(NC(=O)CN2CCCC2Cn2cccn2)cc(OC)c1 (stereo not given)	i
CCn1c(CNS(=O)(=O)c2ccc(CC(C)C)cc2)nc2cccnc21	i
COc1ccc(OC)c(Nc2nc(-c3nnc(-c4ccc(C)cc4)o3)nc3ccccc23)c1	i
O=C(Nc1cnc2n1CCCC2)c1ccccc1-c1ncc[nH]1	i
CCCc1cc(CNC(=O)CN(c2cccc(C)c2)S(C)(=O)=O)on1	i
CC(=O)NCCC1=CCCN(Cc2ccc(C(F)(F)F)nc2)C1	i
CC(C)CN1CC(C(=O)NCCc2n[nH]c3c2CCCC3)CC1=O (stereo not given)	i

Some of these compounds in order of number of heavy atoms, high to low.
mol	FECH inh
CN1CCc2c(sc(NC(=O)CS(=O)(=O)c3ccccc3)c2-c2nc3ccccc3s2)C1	i
CCC1CN(C(=O)c2cnc3ccnn3c2C)CCC(=O)N1Cc1ccccc1 (stereo not given)	i
CCNC(=O)C1CCN(C(=O)c2cc(CN(C)Cc3ccccc3)on2)C1 (stereo not given)	i
CCCCN(C)c1cc2n(c(=O)n1)CCc1cc(OC)c(OC)cc1-2	i

Next section.
mol	FECH inh
CCn1c(C2CCNCC2)nn(CC23CC4CC(CC(C4)C2)C3)c1=O	i
CCCc1nc2nc[nH]n2c(=O)c1NC(=O)Nc1cc(C)ccc1OC	i
O=C(c1ccc(-c2ccccc2)cc1)C1CCCN(Cc2cc(=O)[nH]c(=O)[nH]2)C1 (stereo not given)	i
Cc1ccc(-n2ncc3c(-n4nc(C)cc4NC(=O)c4c(F)cccc4Cl)ncnc32)c(C)c1	i
CCC(CC)n1nc(C)cc1NC(=O)Cn1cnnn1	i
Cc1ccoc1C(=O)NCC1CN(S(C)(=O)=O)CCO1 (stereo not given)	i
Cc1ccc(-n2c(CN3CCN(S(=O)(=O)c4cccc(C)c4)CC3)nc3cccnc32)cc1	i
CC(C)NC(=O)c1nc[nH]c1C(=O)N1CCc2ccccc2C1	i
Cn1c(=O)n(CC(=O)Nc2cccnc2Cl)c(=O)c2cnc(-c3ccccc3)nc21	i
CC(c1ccc(C(=O)NCCN2CCNC2=O)o1)N1CCCCC1 (stereo not given)	i
CN1C(=O)c2cc(C(=O)NCCc3cccs3)nn2CC1(C)C(=O)NCc1ccc(F)cc1 (stereo not given)	i
CN1CCN2C[C@@H](NC(=O)CCc3nc4ccccc4[nH]c3=O)C[C@H]2C1	i
Cc1cc(N2CCCCC2)nc(N2CCN(S(=O)(=O)c3ccc(-c4ccccc4)cc3)CC2)n1	i
CCCC(=O)N(Cc1nc2nc(C)cc(C)n2n1)c1ccccc1	+
COc1cc(NC(=O)CN2CCCN(Cc3cccc(F)c3)S2(=O)=O)cc(OC)c1	i
COc1ccc(S(=O)(=O)N2CCN(c3cc(-c4cccc(F)c4)ncn3)CC2)cc1Cl	i
Cc1cc(=O)[nH]c(NCCn2cc(C(C)c3ccccc3)nn2)n1 (stereo not given)	i
c1cncc(NCCCNC2CCSC2)c1 (stereo not given)	i
Cc1ccc(C)c(N2C(=O)N(Cc3cc(F)cc(F)c3)c3ccccc3S2(=O)=O)c1	+
COc1ccc(CNc2c(-c3ccc4c(c3)CCCC4)c(=O)c2=O)cc1	i
COc1ccc(C(=O)Nc2nc3n(n2)C(c2ccccc2)C=C(c2ccc(Cl)cc2)N3)cc1OC (stereo not given)	i
Cc1nsc(NC(=O)N2CCC(Cn3ccnc3C)CC2)n1	i

Part of the list above, set out differently.
> c1ccc(Nc2nc(NC3CCCC3)nc3c2cnn3-c2ccccc2)cc1
- FECH inh: i

> CN(C)c1nc2c(c(NCC3(COc4ccccc4)CC3)n1)CCNC2
- FECH inh: i

> CCOC(=O)c1cc2n(n1)CC(C)(C(=O)NCCC(C)C)N(c1cccc(F)c1)C2=O (stereo not given)
- FECH inh: i

This is a subset; rates above refer to the full screens.
